High-throughput results as filed in PubChem BioAssay.
D2 ag: agonists of human D2 dopamine receptor | P14416 | HEK293 T-REx D2 cells, calcium flux agonist mode | activation, % at 2 µM | 340,000 tested, 0.53% active;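 active = activation over 3 SD above normal in the single-dose calcium agonist read, cut at about 30% in these data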; note: 0% is about no effect
Target sequence (P14416 whole entry, looked up): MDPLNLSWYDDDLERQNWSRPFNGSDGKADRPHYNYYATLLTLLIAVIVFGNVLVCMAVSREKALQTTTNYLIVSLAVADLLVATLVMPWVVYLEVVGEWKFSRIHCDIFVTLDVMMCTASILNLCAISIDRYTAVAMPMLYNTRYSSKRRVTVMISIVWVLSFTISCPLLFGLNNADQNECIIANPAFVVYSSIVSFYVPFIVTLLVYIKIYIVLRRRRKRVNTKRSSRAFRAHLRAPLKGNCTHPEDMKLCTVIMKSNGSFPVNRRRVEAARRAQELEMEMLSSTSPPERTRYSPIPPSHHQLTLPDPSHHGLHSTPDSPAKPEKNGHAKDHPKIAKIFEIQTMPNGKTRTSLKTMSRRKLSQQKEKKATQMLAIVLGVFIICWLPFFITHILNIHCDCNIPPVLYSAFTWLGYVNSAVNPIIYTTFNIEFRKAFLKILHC
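Agonism scored from kinetic calcium signal (1 read/sec, 180 s) following compound pin transfer, after a 10 s baseline. Cells: HEK293 Trex line expressing inducible D2 receptor coupled to calcium, dye-loaded after overnight culture at 30 C.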
D1 ag: activates the human D1 dopamine receptor; P21728; HEK293 T-REx D1 cells, calcium flux, agonist mode; activation, % at 2 µM; 360,000 tested, 1% active; AID 504660; note: 0% is about no effect
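Agonism was scored from calcium flux recorded over 180 s (1 read/s) after pintool compound addition, following a 10-cycle baseline. Cells were inducible force-coupled HEK293 TREx D1, plated overnight at 30 C and loaded with no-wash calcium dye.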
TRHR PAM: TRH receptor (human) allosteric enhancement. enhancement, % at 2 µM. 360,000 tested, 0.66% active. TRHR cells, fluo-8 calcium fluorescence, EC20 TRH enhancement. AID 493056; in the data active = enhancement above about 30%; note: 0% is about no effect
Target sequence (P34981 whole entry, looked up): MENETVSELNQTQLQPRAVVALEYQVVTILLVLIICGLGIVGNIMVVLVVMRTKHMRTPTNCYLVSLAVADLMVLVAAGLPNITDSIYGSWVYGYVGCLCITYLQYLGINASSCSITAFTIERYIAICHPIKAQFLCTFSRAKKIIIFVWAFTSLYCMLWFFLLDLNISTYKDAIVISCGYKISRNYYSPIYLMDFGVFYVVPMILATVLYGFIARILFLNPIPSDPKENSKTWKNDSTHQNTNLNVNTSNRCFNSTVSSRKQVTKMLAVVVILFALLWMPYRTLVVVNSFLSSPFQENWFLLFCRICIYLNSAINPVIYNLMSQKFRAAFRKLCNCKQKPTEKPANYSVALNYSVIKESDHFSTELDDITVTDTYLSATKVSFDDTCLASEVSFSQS
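Enhancer read-out: after compound pinning and an initial kinetic agonist-mode read, an EC20 of TRH (10 nM final) was injected and fluo-8 calcium signal (Ex 480/Em 530) followed at 1 s/cycle for 100 cycles in TRHR-expressing cells.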
D2 PAM: D2 dopamine receptor (human) potentiation; HEK293 T-REx D2, calcium flux, EC20 dopamine potentiation; potentiation, % at 10 µM; 340,000 tested, 0.34% active;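 active = potentiation over 3 SD above the plate norm, cut at about 30% in these data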; note: 0% is about no effect
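Tetracycline-induced Hek293 Trex D2 cells, force-coupled to calcium, loaded with no-wash calcium dye. Compound added with 180 s kinetic read for agonism, then EC20 dopamine and a further 180 s read for potentiation.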
D1 potentiator: human D1 dopamine receptor positive modulation. P21728. HEK293 TREx D1 cells, calcium flux, dopamine EC20 potentiation. potentiation, % at 10 µM. 360,000 tested, 0.036% active. AID 504651; in the data active = potentiation above about 30%; note: 0% is about no effect
TRHR agonist: activates the human TRH receptor | activation, % at 2 µM | 360,000 tested, 0.18% active | P34981 | TRHR cells, calcium flux fluo-8, FDSS agonist mode; note: 0% is about no effect
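TRHR-expressing cells, plated overnight in medium with 10% serum, were loaded with fluo-8 calcium dye at room temperature. After a 10 s baseline, library compound was pin-added and calcium release was recorded kinetically (ex 480/em 530) as agonist response.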
D2 antag: antagonizes the human D2 dopamine receptor. P14416. HEK293 TREx D2 cells, calcium flux, dopamine EC80. inhibition, % at 10 µM. 340,000 tested, 2% active. AID 485344; in the data active = inhibition above about 30%; note: 0% is about no effect
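Calcium mobilization kinetics were recorded at 1 s intervals in tetracycline-induced HEK293 T-REx D2 cells, first for 180 s after compound addition and then 180 s after EC80 dopamine.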
D1 antagonist: antagonists of human D1 dopamine receptor. activity change, negative = inhibition, % at 10 µM. P21728. 360,000 tested, 3.2% active. AID 504652. HEK293 TREx D1 cells, calcium flux, dopamine EC80; stronger effect = lower value; in the data active = activity change below about -30%; note: % is set by controls: 0 for no effect and ±100 for the full control effect
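Allosteric or orthosteric antagonism assessed as attenuation of the calcium response to EC80 dopamine, added 180 s after compound, in induced HEK293 Trex D1 cells loaded with no-wash calcium dye.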
RXFP1 antagonist: blocks the human relaxin receptor RXFP1 | Q9HBX9 | HEK293-RXFP1, relaxin-stimulated cAMP HTRF, 30 min; stronger effect = lower value | activity change, negative = inhibition, % at 57.5 µM | 350,000 tested, 0.59% active;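 active = activity change of -60% or lower, but not beyond a set lower limit; inconclusive = change between -60% and -40%, or beyond the set limit; inactive = change above -40%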; note: % is set by controls: 0 for no effect and ±100 for the full control effect
The depositor's hits bear a star; ? = inconclusive; · = not tested or not shown; & = joins results of further samples. Cut-off read from the data, not from the text of the source, unless noted: active = activation above about 30%; inactive = the rest.

SMILES	D2 ag	D1 ag	TRHR PAM	D2 PAM	D1 potentiator	TRHR agonist	D2 antag	D1 antagonist	RXFP1 antagonist
O=[N+]([O-])c1nn(-c2ccccc2)[n+]([O-])c1N1CCN(c2ccccc2)CC1	-0.1	-1	-5	0	-2	0.1	-9	-12	-9
O=C(Nc1nc(-c2ccncc2)cs1)C1COc2ccccc2O1 (stereo not drawn)	1.1	2	23	7	-2	-0.1	-28	-10	·
COCCCNc1nc2c(S(=O)(=O)c3ccc(C)c(C)c3)nnn2c2ccc(Cl)cc12	0.6	2	-14	-19	-7	0.3	·	-66*	-21
CCN(CC)c1nc(N2CCOCC2)c(C#N)c2c1CN(C)CC2	0.1	0	0	10	-1	-0.4	-5	7	2
CCCn1nc([N+](=O)[O-])c(C(C#N)c2nc3ccccc3o2)c(Cl)c1=O (stereo not drawn)	0.9	-1	0	-8	-4	-0.5	-10	4	-17
COc1ccc(CN(C(=O)c2cc3ccccc3oc2=O)C2CCS(=O)(=O)C2)cc1OC (stereo not drawn)	0.7&0.5	1&1	0&-11	-3&3	-8&-5	0.4&0.2	-7	22&-11	13&-7
COc1ccc(CCN2CC(C(=O)N3CCSCC3)CCC2=O)cc1 (stereo not drawn)	-0.3	6	-5	-7	1	0.3	-8	-5	-7
CCC(=O)c1ccc(OCC(O)CN(CCc2ccccc2)Cc2ccccc2)cc1 (stereo not drawn)	1.0	15	13	0	-9	3.3	-2	-26	-25
Cc1ccc(NC(=O)c2cccs2)cc1S(=O)(=O)N(C)C	-0.4	1	0	-11	3	-0.1	14	6	2
CCOC(=O)c1ccc(N2N=C(C)/C(=C/C=C/c3ccco3)C2=O)cc1	1.7	-3	-9	8	-5	0.1	-5	-2	-2
O=S(=O)(O)Oc1c[nH]c2ccccc12	1.2	0	-6	-6	-3	1.2	20	-7	·
O=C(CCCN1C(=O)c2ccccc2C1=O)Nc1nnc(C2CC2)s1	-1.7	1	8	5	-3	0.5	-3	-2	3
CCOC(=O)N1CCC(Nc2c(Nc3ccc(F)cc3)c(=O)c2=O)CC1	0.5	1	9	-22	-3	0.5	1	14	-3
CCOCC(O)CNc1ccccc1 (stereo not drawn)	2.4	0	3	1	3	0.1	-16	9	-11
COc1cccc(OC)c1C(=O)NC(=O)Nc1c(C)cccc1C	1.2	1	0	5	-2	0.3	32*	18	1
O=C(NCc1ccccc1F)Nc1ccc([N+](=O)[O-])cc1	0.3	15	-3	-1	-5	-0.1	-3	-27	-11
C/C(CC1(O)/C(=N/O)CCc2nonc21)=N\O (stereo not drawn)	-0.4	2	-3	7	0	0.1	12	7	1
CCOC(=O)c1ccc(NC(=O)CC2C(=O)N(c3ccc(F)cc3)C(=O)N2Cc2ccc3c(c2)OCO3)cc1 (stereo not drawn)	-0.4	5	-4	-14	-6	1.5	·	-23	·
CCn1c(SCC(=O)N/N=C(\C)c2ccncc2)nnc1-c1ccc(C)cc1	0.0	0	-2	14	-3	-1.2	-13	-4	-9
CCc1ccc(NC(=O)CCS(=O)(=O)c2cccc3nsnc23)cc1	-1.0	0	-1	4	-1	-0.1	16	1	5
Cc1cccc(-c2nc(C#N)c(NCc3ccco3)o2)c1	-0.2	1	-5	-6	0	-1.1	-12	-31*	·
COCCN(CCOC)C(=O)c1cc2c(=O)n3ccccc3nc2n1C	0.6	0	-5	-7	-3	-0.5	·	4	17
COc1ccc(N2CCN(c3ncccn3)CC2)cc1	0.6	5	11	-6	0	0.0	11	-12	-9
Cc1nc(N)nc(COc2ccccc2)n1	0.8	2	0	-2	-5	0.4	15	0	3
O=C(CSc1ccc(F)cc1)NC12CC3CC(CC(C3)C1)C2	-1.3	0	6	2	9	-0.2	9	0	-16
O=C(c1ccccc1)N1CCN(Cc2c[nH]c3ccccc23)CC1	-0.5	6	-6	-20	-7	0.2	25	16	-2
Cc1ccc(NC(=O)N2CCCC2)cc1Cl	-1.1	4	10	11	-6	-1.0	-17	-9	-8
CCOc1ccc(CC(C(=O)NN)C(=O)NN)cc1CN(C)C	0.1	2	3	1	1	0.5	17	1	1
CCN(CC)C(=O)c1nn(-c2ccccc2)c2c1C1CCC2(C)C1(C)C (stereo not drawn)	-1.4	0	-6	-14	5	0.1	19	-6	-22
CCOC(=O)c1c(C)oc2ncnc(NCCCN3CCN(c4cc(C)ccc4C)CC3)c12	·	-1	4	0	2	-0.9	·	0	-22
COc1ccccc1NC(=O)Cn1ncc2c1-c1ccccc1OC2	-0.7	-3	0	3	-5	0.2	4	-4	1
Cc1ccc(CN(Cc2ccccc2)C(=S)Nc2ccccc2C)o1	-0.2	6	-3	3	-8	-0.1	-14	-12	-17
O=C1CCCN1CCCN1C(=O)N[C@@H](Cc2ccccc2)C1=O	0.2	2	6	-3	-1	0.3	-12	-8	5
Cn1c(N)c(C(=O)COC(=O)CCCc2nc3ccccc3s2)c(=O)n(C)c1=O	0.5	8	26	8	-3	-0.1	-12	2	-15
Cc1cc(C)cc(C(=O)NCC(=O)OCN2C(=O)c3ccccc3C2=O)c1	0.1	0	2	-4	-1	-1.3	44*	24	-9
CC(=O)NCCC(=O)Nc1ncc(S(=O)(=O)c2ccc([N+](=O)[O-])cc2)s1	0.2	6	3	7	-1	-0.7	-19	7	2
Cc1ccc(NC(=O)CSc2nnc(Cn3cnc4ccccc43)o2)cc1	-0.9	1	-2	9	-4	-0.3	12	-10	-2
O=C(c1ccco1)N1CCN(c2ccc(Cl)cc2)CC1	-0.2	-2	-1	-3	-6	-0.5	-15	16	-10
CCC(C)Sc1nnc(-c2c[nH]c3ccccc23)n1CCOC (stereo not drawn)	0.4	5	-2	8	-2	0.6	20	-4	2
N#CCCN1CCCc2cc(N=Nc3ccc(C(F)(F)F)cc3)ccc21	1.2	0	-5	-4	-5	-0.9	-19	-28	-11
Cc1cc(/C=C(\C#N)C(N)=O)c(C)n1-c1ccc(N2CCOCC2)c([N+](=O)[O-])c1	55*	12	5	5	-10	0.2	4	-32*	-17
Cn1c(=O)c(=O)n(C)c2cc(N3CCCCC3)c(NS(=O)(=O)c3ccc([N+](=O)[O-])cc3)cc21	0.1	1	-1	-7	-1	-0.7	10	2	-5
CC1CCc2nc3ncn(Cc4ccccc4F)c(=O)c3cc2C1 (stereo not drawn)	·	2	-4	6	-1	-0.2	·	4	-18
CC(=O)Oc1ccc(-c2cccc(C(=O)OCC(=O)Nc3ccccc3Oc3ccccc3)c2)cc1	-0.2	6	8	10	2	1.1	-3	2	1
Cc1ccc(C)c(Cn2c(CCCNC(=O)C3CCCCC3)nc3ccccc32)c1	0.1	6	-5	5	0	-0.4	·	-5	-6
CC(=O)Oc1ccc(-c2cccc(C(=O)N(C)c3ccc(O)cc3)c2)cc1	0.3	1	2	10	-1	-0.1	12	-4	-2
O=C(NCCCNC(=O)c1cccnc1)c1ccc(Cl)cc1	-0.1	1	5	4	-6	-0.5	1	8	-6
OCCCCNCc1ccc(OCc2ccc(Cl)cc2Cl)cc1	2.6	61*	17	0	-9	2.6	-15	-27	?
COC(CNC(=O)c1ccc2c(c1)nc(C)n2-c1cccc(F)c1)OC	1.1	0	-11	6	7	-0.6	-4	-7	-2
Cc1ccc(C(=O)NNC(=O)CCC(=O)Nc2cccc(Cl)c2C)cc1	-0.7	8	10	-3	1	0.9	-7	13	-6
O=C1CC(=O)Nc2cc(S(=O)(=O)Nc3cccc(Br)c3)ccc2N1	-0.2	3	-9	7	0	2.3	·	-7	4
CN(C)c1cc(N/N=C/c2ccc(Cl)cc2)nc(N(C)C)n1	-0.4	3	-2	3	-7	2.1	7	-20	-37
CCCc1nnc(NC(=O)CS(=O)(=O)c2ccc(C)cc2)s1	0.1	3	-1	1	-6	0.8	20	8	-1
CCOc1cc(S(=O)(=O)Nc2cc(C)cc(C)c2)ccc1Cl	·	1	1	·	-5	-0.3	·	2	-9
COc1ccc(OC)c(C2C(C(=O)c3cccs3)=C(O)C(=O)N2CCN(C)C)c1 (stereo not drawn)	0.2	1	-6	-9	-3	0.7	-1	19	6
CCOc1ccc(S(=O)(=O)NCc2cccnc2)c2ccccc12	·	6	7	·	5	-1.2	·	-22	-27
O=C(Nc1ccc(C(=O)N2CCOCC2)cc1)c1ccc([N+](=O)[O-])cc1	·	2	20	·	2	-0.2	·	4	-1
O=C(O)CSc1ccc(Oc2ccc(SCC(=O)O)cc2)cc1	·	1	5	·	-1	0.0	·	18	-13
COc1ccc(CNC(=O)Cn2nnc(-c3ccc(C(F)(F)F)cc3)n2)cc1	-0.1	2	-6	-4	0	1.5	·	-7	-4
COc1ccc(N2CCN(C(=O)c3cccn3-c3nnc(N4CCCC4)s3)CC2)cc1	-0.3	3	10	12	-2	-0.8	·	-4	-7

Full records from above:
Results for OCCCCNCc1ccc(OCc2ccc(Cl)cc2Cl)cc1 → D2 ag: 2.6; D1 ag: 61*; TRHR PAM: 17; D2 PAM: 0; D1 potentiator: -9; TRHR agonist: 2.6; D2 antag: -15; D1 antagonist: -27; RXFP1 antagonist: ?
Results for CC(=O)Oc1ccc(-c2cccc(C(=O)N(C)c3ccc(O)cc3)c2)cc1 → D2 ag: 0.3; D1 ag: 1; TRHR PAM: 2; D2 PAM: 10; D1 potentiator: -1; TRHR agonist: -0.1; D2 antag: 12; D1 antagonist: -4; RXFP1 antagonist: -2
Results for COc1ccc(N2CCN(C(=O)c3cccn3-c3nnc(N4CCCC4)s3)CC2)cc1 → D2 ag: -0.3; D1 ag: 3; TRHR PAM: 10; D2 PAM: 12; D1 potentiator: -2; TRHR agonist: -0.8; D2 antag: ·; D1 antagonist: -4; RXFP1 antagonist: -7

Part of the list above, in markdown:
| Compound | D2 ag | D1 ag | TRHR PAM | D2 PAM | D1 potentiator | TRHR agonist | D2 antag | D1 antagonist | RXFP1 antagonist |
| --- | --- | --- | --- | --- | --- | --- | --- | --- | --- |
| COC(CNC(=O)c1ccc2c(c1)nc(C)n2-c1cccc(F)c1)OC | 1.1 | 0 | -11 | 6 | 7 | -0.6 | -4 | -7 | -2 |
| Cc1ccc(C(=O)NNC(=O)CCC(=O)Nc2cccc(Cl)c2C)cc1 | -0.7 | 8 | 10 | -3 | 1 | 0.9 | -7 | 13 | -6 |

The list continues:
SMILES	D2 ag	D1 ag	TRHR PAM	D2 PAM	D1 potentiator	TRHR agonist	D2 antag	D1 antagonist	RXFP1 antagonist
Cc1cccc(-c2noc(C(C)NC(=O)c3ccco3)n2)c1 (stereo not drawn)	-0.1	7	-8	-4	-6	0.2	6	-12	2
CC1CC(C)CN(CCCNC(=O)c2csc3c2CCCCC3)C1 (stereo not drawn)	0.6	7	11	30*	1	1.7	-12	7	-1
COc1ccc(N2CCN(C3CCCN(C(=O)c4cccc(C)n4)C3)CC2)cc1 (stereo not drawn)	0.2	2	9	-19	9	-0.3	7	-4	-2
CCC(O)(CC)C(=O)NN(C(=O)CCl)c1ccccc1	0.3	1	0	8	0	0.2	-5	3	1
COC(=O)c1oc2ccccc2c1NC(=O)c1ccccc1O	0.0	14	9	4	-6	-0.6	-4	-43*	-1
Cc1ccc2oc(=O)c3cnn(CC(=O)N4CCN(c5ccc(F)cc5)CC4)c3c2c1	0.6	3	-1	-1	-2	0.9	·	4	-11
Cc1ccc(NC(=O)CSc2ccc(-c3sc(-c4ccccc4)nc3C)nn2)cc1F	-0.6	2	3	3	-4	0.5	·	-10	-7
